MITF TRPM1 HTS – activators of MITF-driven TRPM1 promoter activity in SK-MEL-5 cells; SK-MEL-5 TRPM1-promoter luciferase, 24 h; % of positive control, neutral wells = 0; activation, % at 12.5 µM; 300,000 tested, 0.75% active;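 active = mean activation of at least 80% with every replicate also reaching 80%; inconclusive = mean reaches 80% but some replicate falls short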;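 note: 0% = neutral control wells and 100% = parthenolide positive control wells; values of inactives mirror those of a sister screen read the other way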
SR-BI uptake up – SR-BI HDL lipid transfer activation. CHO ldlA[mSR-BI] cells, DiI-HDL uptake fluorescence, 3 h; 100 = double the neutral-control signal. activation, % at 12.5 µM. AID 504775. 320,000 tested, 0.096% active;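 active = mean replicate activation of at least 60% and every replicate at or above 60%; inconclusive = mean or all-replicate condition met, but not both; inactive = mean below 60% and not all replicates reaching 60%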;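 note: 0% = median plate neutral-control signal and 100% = twice that signal; values of inactives mirror those of a sister screen read the other way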
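Assay system: CHO ldlA[mSR-BI] cells, LDL receptor-null, SR-BI overexpressing; medium: Ham's F12 with 0.5% BSA, HEPES 25 mM, pH 7.4; also added: DiI-HDL 10 µg/mL; timing: 3 h uptake period with compound, 37 °C; signal: DiI fluorescence, bottom read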
PKA-R1A act – activates the PKA-R1A holoenzyme complex; PKA-R1A dissociation, Cy5-IP20 fluorescence polarization; scaled: DMSO 0%, 113 µM cGMP 100%; activation, % at 11.4 µM; 340,000 tested, 0.083% active; AID 504707;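 active = percent activation above the mean of all tested compounds plus 3 SD, cut at about 19% in these data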;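 note: higher means more PKAc released from R1A so a rise in polarization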
CDK5 p35 inh – CDK5/p35 (human) kinase inhibition; Q00535+Q15078; 330,000 tested, 0.01% active; inhibition, % at 10 µM; Recombinant CDK5/p35, ADP-Glo luminescence, 60 min;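 active = highest replicate inhibition of at least 50% and at least 75% of replicates reaching 50%; inconclusive = only one of the two criteria met; inactive = both criteria failed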;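 note: plate controls were DMSO neutral control for no effect and GW8510 at 10 µM for full effect; many of its hits are not listed in these tables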
Target sequence (Q00535 whole entry, looked up): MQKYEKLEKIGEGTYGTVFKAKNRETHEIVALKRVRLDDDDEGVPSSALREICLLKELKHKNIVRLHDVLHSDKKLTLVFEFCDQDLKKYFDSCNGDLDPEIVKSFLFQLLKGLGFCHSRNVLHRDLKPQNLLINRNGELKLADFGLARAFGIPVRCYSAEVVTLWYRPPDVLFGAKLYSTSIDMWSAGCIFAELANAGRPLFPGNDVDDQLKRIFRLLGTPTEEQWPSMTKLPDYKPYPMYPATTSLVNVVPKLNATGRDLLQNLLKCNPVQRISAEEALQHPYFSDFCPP
Target sequence (Q15078 whole entry, looked up): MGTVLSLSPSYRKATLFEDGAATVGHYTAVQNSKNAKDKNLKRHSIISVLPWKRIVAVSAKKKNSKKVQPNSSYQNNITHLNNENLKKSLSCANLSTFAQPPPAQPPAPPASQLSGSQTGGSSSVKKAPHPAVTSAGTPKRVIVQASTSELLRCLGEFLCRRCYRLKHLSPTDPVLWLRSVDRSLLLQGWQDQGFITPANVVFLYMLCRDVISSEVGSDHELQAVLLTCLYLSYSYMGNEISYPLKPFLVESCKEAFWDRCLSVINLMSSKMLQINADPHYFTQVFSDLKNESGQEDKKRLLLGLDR
Arr AP2 block – human beta-arrestin and AP2 interaction inhibition; FITC-arrestin peptide / GST-AP2 beads, flow cytometry; AP2 beta2 appendage carries R879A mutation; 340,000 tested, 0.31% active; inhibition, % at 10 µM;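 active = inhibition above a set limit, near 3 SD of compounds lacking own fluorescence, cut at about 54% in these data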;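 note: plate controls were DMSO wells for no effect and 5 µM unlabelled arrestin peptide for full effect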
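test system = AP2 appendage R879A on GSH beads | buffer or medium = PBS plus Tween 20 (0.05%) and BSA (0.1%) | incubation = 12 min plus 1 h, RT | detection = bead flow cytometry, FITC channel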
SR-BI DiI inh – blocks mouse SR-BI lipid uptake from DiI-HDL; Q61009; ldlA[mSR-BI] CHO cells, DiI-HDL uptake fluorescence, 3 h; inhibition, % at 12.5 µM; 320,000 tested, 0.96% active; AID 488896;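 active = mean replicate inhibition of at least 70% and a set share of replicates each scoring 70 or more; inconclusive = meets just one of the two criteria; inactive = fails both criteria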;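 note: 0% = median of neutral control wells and 100% = median of positive control wells; values of inactives mirror those of a sister screen read the other way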
NSD2 inh – inhibitors of human histone methyltransferase NSD2. NSD2 peptide methylation, AlphaScreen, 120 min. inhibition, % at 12.5 µM. 310,000 tested, 0.54% active. AID 743445; in the data active = inhibition above about 50%
SUMO Mot1 rescue – inhibitors of SUMOylation pathway: yeast Mot1-301 growth rescue; S. cerevisiae Mot1-301 growth rescue, ATP luminescence, 38.5C; percent above DMSO median, 100 means doubled; growth rescue, % at 18.8 µM; AID 2716; 320,000 tested, 1% active;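 active = every valid replicate shows activation above 250% relative to neutral control wells; inactive = the rest, any valid replicate at or below 250%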;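 note: OY570 slx delta 5 strain wells were the positive control but not used for scaling; some compounds called inactive have numbers as strong as hits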
DSG3 Ab inh – blocks pemphigus antibody binding to human desmoglein-3 | P32926 | DSG3-coupled beads, scFv-anti-DSG3-GFP binding, flow cytometry; stronger effect = lower value | binding (percent of control), % at 10 µM | 310,000 tested, 0.48% active | AID 588358;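 active = binding more than 3 SD below its plate's average and above zero; inconclusive = below that plate limit but binding exactly zero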;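 note: hits lower antibody fragment binding to DSG3; some compounds called inactive have numbers as strong as hits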
dFosB activator – enhances mouse delta FosB homodimer DNA binding; AID 493131; P13346; activation, % at 25 µM; purified delta FosB, TAMRA-CDK5 oligo fluorescence polarization; percent of positive-control signal above neutral wells; 340,000 tested, 0.99% active;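 active = mean activation above about 17%, with every replicate also reaching it, limit read from the data, passing the limit was not always enough; inconclusive = only one of the two conditions met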;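 note: fluorescence polarization rise as delta FosB binds a TAMRA Cdk5 AP-1 oligo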
Target sequence (P13346 whole entry, looked up): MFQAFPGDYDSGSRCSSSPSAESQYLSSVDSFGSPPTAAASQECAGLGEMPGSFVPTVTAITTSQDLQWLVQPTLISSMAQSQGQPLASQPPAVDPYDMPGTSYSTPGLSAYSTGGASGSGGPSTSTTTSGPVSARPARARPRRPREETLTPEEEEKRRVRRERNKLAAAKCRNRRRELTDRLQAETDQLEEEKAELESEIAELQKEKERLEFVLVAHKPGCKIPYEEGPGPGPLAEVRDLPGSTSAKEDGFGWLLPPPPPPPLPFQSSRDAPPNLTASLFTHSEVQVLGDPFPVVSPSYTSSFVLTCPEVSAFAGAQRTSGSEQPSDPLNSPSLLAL
PKA-R2B act – activators of human PKA-R2B complex; AID 504700; 340,000 tested, 0.079% active; PKA-R2B holoenzyme dissociation, Cy5-IP20 fluorescence polarization; R2B truncated from residue 108, S112A mutant; 0% DMSO only, 100% 113 µM cGMP; activation, % at 11.4 µM;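 active = activation above a cutoff set at the mean over all compounds plus 3 SD, cut at about 18% in these data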;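 note: higher means more holoenzyme dissociation and a rise in polarization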
Numbers without * were called inactive; ? = inconclusive; / = not tested or not shown.

SMILES | MITF TRPM1 HTS | SR-BI uptake up | PKA-R1A act | CDK5 p35 inh | Arr AP2 block | SR-BI DiI inh | NSD2 inh | SUMO Mot1 rescue | DSG3 Ab inh | dFosB activator | PKA-R2B act
CCOC(=O)c1ccc(NC(=S)Nc2ccc(C)cc2)cc1 | -2 | -19 | 10 | 0.4 | 14 | 19 | 0 | 284 | 95 | 0 | 8
Cc1noc(NS(=O)(=O)c2ccc(NC(=O)C(C)C)cc2)c1C | 8 | 6 | -2 | 0.2 | -11 | -6 | 1 | 1 | 100 | 3 | -5
CN(CC(=O)N1CCN(c2ccccc2)CC1)S(=O)(=O)c1cccs1 | 17 | -1 | -13 | -0.3 | 13 | 1 | -1 | 8 | 101 | 0 | -3
N#C/C(=C\c1ccc(C#N)cc1)C(=O)c1ccccc1 | 3 | -30 | 2 | -1.3 | 42 | 30 | 0 | 43 | 102 | -4 | -6
CCOC(=O)C1=C(CC)Nc2ccccc2N=C1NC(=O)c1cc(C)on1 | -8 | 5 | -8 | 0.0 | -10 | -5 | -1 | 7 | 104 | -5 | -9
CC(=O)N1NC(=Nc2ccccc2)SC1(C)C | -9 | -33 | -2 | -1.9 | 28 | 33 | / | 0 | 90 | 3 | -7
Cc1nc(NC(=O)COC(=O)c2cccs2)c(Cl)cc1Cl | 13 | 28 | -2 | -0.4 | 2 | -28 | 1 | / | 108 | -5 | 0
COc1cc(-c2nccc3cc4c(cc23)OCO4)cc(OC)c1OC | -5 | -21 | -2 | -0.3 | -1 | 21 | 1 | / | 97 | -8 | -1
NC1=NC[C@H](Cc2ccc(O)cc2)N1CCC12CC3CC(CC(C3)C1)C2 | -10 | -1 | 12 | 0.0 | 2 | 1 | / | 14 | 106 | -2 | -2
Cc1ccc(-c2nnc(CSc3nnc(COc4ccccc4)n3-c3ccccc3)o2)cc1 | / | 18 | -11 | -3.3 | -4 | -18 | 6 | 12 | / | -10 | -1
CCCCNC(=O)C1CCC(CNS(=O)(=O)c2c(C)cc(C)cc2C)CC1 (stereo not drawn) | -18 | -28 | 6 | -0.6 | -4 | 28 | 1 | 133 | 111 | -13 | 2
CCCn1nc(NC(=O)c2cccs2)c2cc3cc(C)ccc3nc21 | / | -45 | 2 | 0.2 | 22 | 45 | -14 | -9 | 97 | -7 | -13
CCN1CCN(CCCCOc2ccccc2F)CC1 | / | 10 | -1 | -0.2 | 2 | -10 | 4 | 5 | 97 | -3 | -3
O=C(NCCN1C(=O)S/C(=C/c2cccnc2)C1=O)c1ccc(S(=O)(=O)N2CCCC2)cc1 | 2 | -9 | 2 | -2.7 | -3 | 9 | -1 | / | / | -3 | -9
C(=N\Nc1cc(N2CCCCC2)ncn1)/c1ccco1 | / | -10 | 0 | 1.6 | -8 | 10 | 6 | 8 | 112 | -15 | -2
Cc1ncc(CSc2nc3ccccc3[nH]2)c(N)n1 | 11 | 16 | -2 | -1.6 | 9 | -16 | 0 | -9 | 99 | -4 | 8
CS(=O)(=O)Nc1ccc(C2=NN(C(=O)c3cccc(F)c3)C(c3cccs3)C2)cc1 (stereo not drawn) | -10 | 14 | 5 | 0.4 | -6 | -14 | -2 | 2 | 105 | -9 | 3
Cc1ccc(S(=O)(=O)N2CCC(=O)CC2)cc1 | -3 | 2 | 2 | -1.4 | 3 | -2 | -2 | 4 | 96 | 0 | 2
CC(NC(=O)Nc1ccc2c(c1)OCO2)C1CCCO1 (stereo not drawn) | 38 | 19 | -6 | 0.7 | -4 | -19 | -1 | 5 | 101 | 1 | 0
COc1cccc(-c2ncc3ccccc3c2CO)c1 | -1 | -4 | -6 | -0.6 | 2 | 4 | / | 84 | 103 | -4 | 6
COC1C(CO)OC(n2cnc3c(=S)nc(N)[nH]c32)C1O (stereo not drawn) | 9 | 9 | -8 | 0.7 | -4 | -9 | -2 | / | 104 | 5 | -10
Oc1ccc(CCNc2c3ccccc3nc3ccccc23)cc1O | / | -6 | 1 | 2.8 | 8 | 6 | 17 | 106 | 230 | 71* | 1
CC(C)C[C@@H](CNCC(=O)[C@H](CC(=O)O)NC(=O)c1[nH]cnc1C(=O)N[C@H](CN)CC(C)C)NC(=O)c1nc[nH]c1C(=O)N[C@@H](Cc1ccccc1)C(=O)O | 4 | / | -10 | -1.3 | -5 | / | / | / | 95 | -10 | -2
COc1ccc(-c2cnc(N)n2CC2CCCO2)cc1 (stereo not drawn) | / | / | 0 | -0.9 | 4 | / | 10 | 5 | / | -8 | -8
O=C(Nc1ccccc1)OCCNC(=O)c1cccc(Br)c1 | 2 | 3 | -1 | -0.6 | 33 | -3 | -9 | 10 | 94 | 2 | -2

Quoted from the entries so far (2 entries):
SMILES | MITF TRPM1 HTS | SR-BI uptake up | PKA-R1A act | CDK5 p35 inh | Arr AP2 block | SR-BI DiI inh | NSD2 inh | SUMO Mot1 rescue | DSG3 Ab inh | dFosB activator | PKA-R2B act
CCOC(=O)c1ccc(NC(=S)Nc2ccc(C)cc2)cc1 | -2 | -19 | 10 | 0.4 | 14 | 19 | 0 | 284 | 95 | 0 | 8
Cc1noc(NS(=O)(=O)c2ccc(NC(=O)C(C)C)cc2)c1C | 8 | 6 | -2 | 0.2 | -11 | -6 | 1 | 1 | 100 | 3 | -5

Next part
SMILES | MITF TRPM1 HTS | SR-BI uptake up | PKA-R1A act | CDK5 p35 inh | Arr AP2 block | SR-BI DiI inh | NSD2 inh | SUMO Mot1 rescue | DSG3 Ab inh | dFosB activator | PKA-R2B act
O=C(CN1CCC(n2nnc3cc(C(F)(F)F)ccc32)CC1)NNC(=O)c1ccco1 | 1 | 15 | -1 | -0.2 | / | -15 | 0 | -1 | 105 | -3 | -6
O=C(O)C1CCCN1C(=O)c1cccs1 (stereo not drawn) | -4 | 17 | 8 | -0.5 | -4 | -17 | -1 | 2 | 89 | 5 | 2
COc1ccc(NCN2C(=O)C3C4C=CC(C4)C3C2=O)cc1 (stereo not drawn) | 3 | 15 | -4 | 0.0 | -4 | -15 | 7 | -5 | 99 | 4 | 3
Cc1ccc(-n2c(CCc3nc4ccccc4[nH]3)n[nH]c2=S)cc1 | -1 | 16 | -3 | 0.9 | 16 | -16 | -1 | -16 | 113 | -8 | -4
CCN(CC(=O)NCc1ccncc1)S(=O)(=O)c1ccccc1 | -6 | -19 | 8 | -0.7 | 20 | 19 | -1 | -9 | 103 | 4 | 5
[O-]/[N+](=C/c1ccco1)c1ccccc1 | 26 | 21 | -17 | 0.8 | 13 | -21 | -1 | 5 | 107 | -3 | 8
CC(/C=C1\SC(=S)N(NS(=O)(=O)c2ccccc2)C1=O)=C\c1ccccc1 | 11 | / | -10 | -0.9 | 17 | / | 55* | 10 | 90 | -15 | 7
O=C(N/N=C\c1ccc(-c2ccc([N+](=O)[O-])cc2)o1)C1COc2ccccc2O1 (stereo not drawn) | 6 | -13 | 2 | -0.3 | -2 | 13 | 0 | 17 | 92 | 3 | 2
C[C@@H]1CN([C@@H](C)CO)C(=O)c2cc(NC(=O)C3CC3)ccc2O[C@@H]1CN(C)C(=O)NC1CCCCC1 | 2 | -19 | -3 | 0.4 | 9 | 19 | / | 6 | 99 | -11 | 1
COc1ccc2cc3cc(C(=O)NCC4COc5ccccc5O4)oc3nc2c1 (stereo not drawn) | -3 | 10 | -2 | 0.3 | 8 | -10 | -1 | 18 | 96 | 0 | 2
CCCC(=O)Nc1ccc(C(=O)Nc2nnc(COC)s2)cc1 | / | -24 | 1 | 0.2 | 2 | 24 | -3 | -24 | 102 | 1 | -2
COc1ccc(NC(=O)CN(C)C(=O)c2ccc(NS(=O)(=O)c3ccc(C)c([N+](=O)[O-])c3)cc2)cc1 | -4 | 19 | -7 | -3.1 | 7 | -19 | 2 | -11 | 100 | -8 | 1
COc1ccc(NCc2nnc(SCC(=O)Nc3nc(-c4ccccc4)cs3)n2-c2ccccc2)cc1 | -14 | -34 | 8 | 0.7 | 1 | 34 | -2 | 7 | 97 | -8 | -5
Cc1cccc(N(C)C(=O)CCS(=O)(=O)c2cc3c(cc2Cl)NC(=O)CO3)c1 | / | -1 | -14 | 2.0 | 21 | 1 | / | -13 | 113 | 4 | 4
O=C(CCCCCNc1nc(=S)[nH]c2ccccc12)NCCc1ccc(Cl)cc1 | -1 | -38 | 2 | -1.8 | -9 | 38 | 2 | -4 | 111 | 8 | -10
COc1ccc2[nH]c(C(=O)O)c(NS(=O)(=O)c3ccc(OC)c(OC)c3)c2c1 | / | 31 | -2 | 5.1 | -1 | -31 | 10 | 4 | 95 | 5 | -2
NNC(=O)C1=NOC(CNc2ncc(C(F)(F)F)cc2Cl)C1 (stereo not drawn) | -5 | 7 | 1 | 2.4 | 16 | -7 | 37 | -11 | 107 | -4 | -2
Cc1cc(C)cc(NC(=O)CCNS(=O)(=O)c2cc(Br)cnc2N)c1 | -10 | -3 | -5 | 1.9 | 12 | 3 | / | -6 | 104 | -1 | 3
O=C(N/N=C/c1ccccc1Cl)c1cccc(F)c1 | ? | -24 | -7 | -0.7 | 10 | 24 | -2 | 9 | 98 | -12 | -4
COc1ccc(C(=O)OCC(=O)N2CCOCC2)cc1S(=O)(=O)N1CCOCC1 | / | 15 | -1 | 0.5 | 34 | -15 | -12 | -9 | 103 | -6 | 5
O=C(O)CCCCCN=Cc1c(O)c2ccccc2oc1=O | 1 | 29 | 9 | -0.4 | 3 | -29 | -5 | 9 | 108 | -2 | 5

Fetched by compound from above:
SMILES | MITF TRPM1 HTS | SR-BI uptake up | PKA-R1A act | CDK5 p35 inh | Arr AP2 block | SR-BI DiI inh | NSD2 inh | SUMO Mot1 rescue | DSG3 Ab inh | dFosB activator | PKA-R2B act
COc1ccc(NCc2nnc(SCC(=O)Nc3nc(-c4ccccc4)cs3)n2-c2ccccc2)cc1 | -14 | -34 | 8 | 0.7 | 1 | 34 | -2 | 7 | 97 | -8 | -5
C[C@@H]1CN([C@@H](C)CO)C(=O)c2cc(NC(=O)C3CC3)ccc2O[C@@H]1CN(C)C(=O)NC1CCCCC1 | 2 | -19 | -3 | 0.4 | 9 | 19 | / | 6 | 99 | -11 | 1
COc1ccc(NC(=O)CN(C)C(=O)c2ccc(NS(=O)(=O)c3ccc(C)c([N+](=O)[O-])c3)cc2)cc1 | -4 | 19 | -7 | -3.1 | 7 | -19 | 2 | -11 | 100 | -8 | 1
